ERAP1 inh: blocks human ERAP1 aminopeptidase activity; Q9NZ08; recombinant ERAP1, Leu-AMC fluorescence, 60 min; inhibition, % at 10.7 µM; 340,000 compounds, 0.15% hits; AID 652197;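 active = mean replicate inhibition of at least 30%, or all replicates individually reaching that 30% level; inactive = mean below 30% and not every replicate reaching it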;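 also: 0% = neutral control wells and 100% = L-leucinethiol positive control wells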
esBAF inh: SWI/SNF esBAF complex inhibition; 350,000 compounds, 2% hits; reporter increase, % at 12.5 µM; AID 602393; mouse ES cells, Bmi1-luciferase knock-in reporter, 24 h; 100% = twice the neutral-well signal; in the data active = activation above about 40%;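 also: 0% = median of the plate's neutral control wells and 100% = double that signal; a rise in the Bmi1 reporter signal indicates esBAF inhibition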
E-selectin induc: E-selectin induction on HUVECs; activation, % at 7.58 µM; 260,000 compounds, 0.37% hits; AID 686992; P16581; HUVEC E-selectin immunofluorescence imaging; normalized: neutral wells 0, TNF-alpha wells 100;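 active = mean E-selectin-positive cell signal at least 10% of the positive control, reached in at least 60% of replicates, without over 20% cell loss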;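 also: in these data hits start at about 27%; measured in HUVEC primary endothelial cells; signal is the percent of cells scored E-selectin positive by PE staining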
Target sequence (P16581 whole entry, looked up): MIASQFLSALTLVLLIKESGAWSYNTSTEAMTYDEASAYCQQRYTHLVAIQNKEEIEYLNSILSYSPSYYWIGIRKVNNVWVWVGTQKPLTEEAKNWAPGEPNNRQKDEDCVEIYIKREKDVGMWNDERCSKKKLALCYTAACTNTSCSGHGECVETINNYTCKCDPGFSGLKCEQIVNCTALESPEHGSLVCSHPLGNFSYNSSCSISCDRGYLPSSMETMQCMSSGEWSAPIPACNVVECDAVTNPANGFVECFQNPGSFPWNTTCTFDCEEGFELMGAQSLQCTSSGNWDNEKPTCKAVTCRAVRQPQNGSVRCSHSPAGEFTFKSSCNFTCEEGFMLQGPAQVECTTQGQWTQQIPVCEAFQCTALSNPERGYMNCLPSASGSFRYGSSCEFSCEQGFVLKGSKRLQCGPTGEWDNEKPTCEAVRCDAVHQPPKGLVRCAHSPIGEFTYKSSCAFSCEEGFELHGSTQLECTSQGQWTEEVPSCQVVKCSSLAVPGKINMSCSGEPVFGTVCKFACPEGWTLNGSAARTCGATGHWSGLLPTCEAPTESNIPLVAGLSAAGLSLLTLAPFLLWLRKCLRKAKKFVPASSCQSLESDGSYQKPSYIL
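material = human umbilical vein endothelial cells (HUVEC), E-selectin induction | quantity = 3,000 cells/well | medium = EGM-2 growth medium on 0.1% gelatin-coated wells | technique = immunofluorescence imaging | read-out basis = % PE-positive cells | control set = TNF-alpha positive control, DMSO neutral control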
RAD52 inh: inhibitors of human RAD52 DNA annealing | P43351 | inhibition, % at 18.7 µM | recombinant RAD52 DNA annealing, FRET fluorescence | 360,000 compounds, 0.46% hits | AID 651710;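 active = every replicate showing at least 50% inhibition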
S100A4 inh HTS: S100A4-myosin IIA interaction inhibition | 360,000 compounds, 0.14% hits | P26447 | S100A4/TAMRA-MyoIIA peptide fluorescence polarization | inhibition, % at 10.7 µM;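 active = mean inhibition of at least 70% across replicates, with every replicate also reaching that level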
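incubation = readout 5 min after mixing, signal stable up to 60 min | system = S100A4 monomer protein | buffer or medium = HEPES pH 7.2 with CaCl2, KCl, NaCl, DTT, Triton | benchmarks = neutral control DMSO, positive control TFP | also added = fluorescent myosin IIA peptide, 5 nM | compound dosing = one concentration per compound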
ERp5 inh: inhibitors of human ERp5 | ERp5 insulin aggregation, absorbance 650 nm, 90 min | inhibition, % at 9.99 µM | Q15084 | AID 651711 | 350,000 compounds, 0.05% hits;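 active = mean replicate inhibition above about 25%, with every replicate also reaching it, limit read from the data, passing the limit was not always enough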
Target sequence (Q15084 whole entry, looked up): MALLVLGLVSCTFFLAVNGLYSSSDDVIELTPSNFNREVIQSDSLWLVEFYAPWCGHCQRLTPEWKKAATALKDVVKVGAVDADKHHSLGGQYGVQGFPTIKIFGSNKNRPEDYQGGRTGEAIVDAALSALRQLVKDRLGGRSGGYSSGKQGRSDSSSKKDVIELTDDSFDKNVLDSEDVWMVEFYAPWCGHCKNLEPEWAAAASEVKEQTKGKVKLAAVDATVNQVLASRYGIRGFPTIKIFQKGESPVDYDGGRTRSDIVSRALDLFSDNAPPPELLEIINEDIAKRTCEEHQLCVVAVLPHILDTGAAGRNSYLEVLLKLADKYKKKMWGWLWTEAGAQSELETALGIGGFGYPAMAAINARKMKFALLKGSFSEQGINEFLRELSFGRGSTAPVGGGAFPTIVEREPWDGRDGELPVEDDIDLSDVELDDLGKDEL
RAD54 branch: inhibitors of human RAD54 branch migration; Q92698; RAD54 Holliday junction branch migration, FAM/BHQ fluorescence; inhibition, % at 10.4 µM; 360,000 compounds, 0.14% hits; AID 602329;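 active = mean normalized replicate activity at least 40 and at least half of replicates scoring 40 or more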;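 also: 0% = median of neutral control wells and 100% = median of positive control wells; inhibitors cause a drop in the FAM fluorescence signal; in these data hits start at about 50%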
XiGFP reactiv: reactivates the inactive X chromosome in mouse fibroblasts; XiGFP mouse fibroblasts, % GFP-positive cells imaging, 3 d; cells co-treated with 5-aza-dC sensitizer; scaled so ellipticine positive control = 100%; activation, % at 7.58 µM; 360,000 compounds, 0.055% hits;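 active = mean normalized replicate activation at least 10% and every replicate at or above 10%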;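 also: 0% = median of on-plate neutral control wells and 100% = ellipticine 6 µM median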
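System: 68-5-11 XiGFP fibroblast line | Buffer or medium: DMEM containing 5-aza-dC | Compound: Single point | Times: Compounds 3 days, fix/stain 15 min at room temperature | Benchmarks: Positive control ellipticine, 6 µM final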
Active calls of the source: *; . = not tested or not shown.

SMILES | ERAP1 inh | esBAF inh | E-selectin induc | RAD52 inh | S100A4 inh HTS | ERp5 inh | RAD54 branch | XiGFP reactiv
COc1cccc(-c2nn(-c3ccccc3)cc2CN(C)C(C)c2ccon2)c1 (centres undefined) | 2 | -11 | 4.2 | -9 | 2 | -2 | -4 | -0.1
NS(=O)(=O)c1ccc(CCNC(=O)CSc2nc3ccccc3c(=O)n2CCC(=O)N2CCCCC2)cc1 | -4 | . | -3.2 | -16 | 1 | -2 | . | 0.2
CCC(=O)c1ccccc1OCC(=O)Nc1c(C)cccc1C | -2 | . | -0.2 | -22 | 3 | 1 | . | 0.5
O=C(COC(=O)c1ccc(O)cc1)NCCC1=CCCCC1 | -1 | . | 1.9 | -10 | -2 | -7 | . | -0.1
CC(C)CN(C[C@@H]1N[C@@H](CO)[C@@H]1c1ccccc1)C(=O)CN(C)C | -3 | -1 | 0.0 | 8 | 3 | 1 | 6 | 0.4
Cc1ccc(NC(=O)C=NOCC(=O)Nc2cc(C)cc(C)c2)cc1 | 4 | 13 | 8.2 | -9 | -2 | -7 | 10 | 0.4
O=C(OCc1cn([C@H]2CN(Cc3cccs3)[C@@H](c3ccc(Cl)cc3)C[C@@H]2O)nn1)c1ccccc1 | 0 | -8 | . | -19 | 0 | 0 | 0 | 0.2
O=C(O)CSc1nnc(-c2ccc(Cl)cc2Cl)n1-c1ccc(Br)cc1 | 0 | -6 | . | -16 | -3 | 0 | -1 | 0.0
O=C(O)c1cc([N+](=O)[O-])c(NCc2cccnc2)c([N+](=O)[O-])c1 | 1 | 1 | 1.6 | -6 | 4 | 1 | -4 | 0.0
CCOC(=O)N1CCN(C(=O)Cn2ncc3ccccc32)CC1 | . | -9 | . | -14 | 3 | -2 | 6 | 0.8
O=C(NNS(=O)(=O)c1ccc([N+](=O)[O-])cc1)c1ccncc1 | 1 | 1 | 0.2 | -4 | -1 | 0 | -2 | 0.1
COc1cc2c(cc1OC)CN(C(=O)C1CCCN1S(=O)(=O)c1ccc(F)cc1)CC2 (centres undefined) | -3 | -3 | . | -4 | -1 | 0 | -33 | 0.3
COc1ccc(C(=O)NC(=S)NC(C)c2ccccc2)cc1 (centres undefined) | 4 | 9 | 1.6 | -5 | 2 | -1 | 0 | -0.1
O=C(c1ccc([N+](=O)[O-])o1)N1CCN(c2nc3c(F)cc(F)cc3s2)CC1 | -3 | -12 | . | 9 | -3 | -9 | 4 | 0.0
CC(C)(C)CN1C(=O)C(=O)NC[C@@H]1Cc1ccc(O)cc1 | . | 7 | 0.0 | -11 | -1 | -1 | 11 | 0.0
O=C(CNC(=O)c1cccs1)N/N=C/c1ccco1 | . | 0 | 0.2 | -2 | 1 | 3 | . | 0.2
COc1ccc(C)cc1NC(=O)NCc1ccccc1F | -1 | . | . | -26 | 0 | 8 | . | -0.1
COc1ccc(NC(=O)c2nc[nH]c2C(=O)N[C@@H](C)c2ccccc2)cc1 | -2 | 4 | . | -38 | -4 | 1 | -1 | 0.0
C[C@@H]1CN([C@H](C)CO)C(=O)c2cc(NC(=O)Nc3cccc4ccccc34)ccc2O[C@H]1CN(C)C(=O)Nc1cccc2ccccc12 | -1 | 11 | 0.6 | 4 | -3 | 0 | 8 | 0.1
COCC(=O)N(C)C[C@H]1Oc2cc(C#Cc3cccnc3)ccc2S(=O)(=O)N([C@@H](C)CO)C[C@H]1C | -1 | 2 | 0.1 | 12 | 1 | -2 | 2 | 0.5

Three compounds out of the list above, ordered by their value in esBAF inh, highest first:
SMILES,ERAP1 inh,esBAF inh,RAD52 inh,S100A4 inh HTS,ERp5 inh
Cc1ccc(NC(=O)C=NOCC(=O)Nc2cc(C)cc(C)c2)cc1,4,13,-9,-2,-7
COc1ccc(NC(=O)c2nc[nH]c2C(=O)N[C@@H](C)c2ccccc2)cc1,-2,4,-38,-4,1
O=C(CNC(=O)c1cccs1)N/N=C/c1ccco1,.,0,-2,1,3

(continued)
SMILES | ERAP1 inh | esBAF inh | E-selectin induc | RAD52 inh | S100A4 inh HTS | ERp5 inh | RAD54 branch | XiGFP reactiv
COc1ccc(CN2CCSc3sccc3C2=O)cc1 | -1 | 0 | 0.0 | -10 | -5 | -1 | 6 | 0.0
C[C@H]1CN([C@@H](C)CO)C(=O)c2cccc(NC(=O)c3nc4ccccc4s3)c2O[C@@H]1CN(C)C(=O)Nc1cccc2ccccc12 | 3 | -2 | 0.5 | 11 | 2 | -1 | 0 | 0.1
CN(Cc1ccccc1)c1ccc(C(CC(N)=O)NC(=O)Cc2ccc(Br)cc2)cc1[N+](=O)[O-] (centres undefined) | -1 | 0 | 0.0 | -13 | 56 | 8 | -3 | -0.7
Cc1cccc(-n2ncc3c2CCCC3NC(=O)C2CCOCC2)c1C (centres undefined) | 1 | -6 | . | -2 | -10 | -4 | 3 | 0.2
Cc1ccc(-c2cn3cccnc3n2)cc1 | -34 | 36 | 1.9 | -8 | 1 | -5 | 4 | -0.2
C[C@@H]1CN([C@H](C)CO)C(=O)c2cccc(NC(=O)Nc3ccc(F)cc3)c2O[C@@H]1CN(C)S(C)(=O)=O | 1 | 1 | . | 5 | -1 | 0 | -6 | 0.3
COC(=O)c1c(N)[nH]c(C(=O)c2ccccc2)c1-c1ccc(Br)cc1 | -2 | . | 0.0 | -10 | 2 | -7 | . | -0.1
CCOc1cccc(-c2nc(C(N)=O)c3[nH]c(=O)n(-c4cccc(Cl)c4)c3n2)c1O | 3 | -1 | 0.0 | -3 | -1 | 6 | -12 | 0.1
O=C(C[C@H]1C=C[C@H](NC(=O)C2CCOCC2)[C@@H](CO)O1)Nc1ccccc1 | -6 | . | -0.6 | -3 | -1 | -1 | . | 0.0
CCOc1ccccc1NC(=O)CSc1nc2c(c(=O)n1C)SC(C)C2 (centres undefined) | -4 | -30 | 0.2 | -10 | -1 | 3 | -1 | 0.1
COc1cc(OC)c(/C=N/n2c(C3CCCCC3)n[nH]c2=S)c(OC)c1 | 2 | -8 | 0.0 | -3 | -2 | -1 | 13 | 0.4
C[C@@H]1CCCCO[C@H](CN(C)C(=O)C2CCCCC2)[C@H](C)CN([C@H](C)CO)C(=O)c2cc(NS(=O)(=O)c3cccs3)ccc2O1 | -6 | 8 | 0.0 | 16 | -92 | -5 | 8 | 0.1
Cc1cccc(NCc2ccc(O)c3ncccc23)c1 | 1 | 16 | 0.9 | -18 | -6 | 10 | 9 | 0.1
CCNC(=S)N/N=C/c1ccco1 | -3 | 10 | . | -9 | -3 | 2 | -4 | .
CS(=O)(=O)Nc1ccc2c(c1)[C@H]1C[C@@H](CC(=O)NCCN3CCCCC3)O[C@H](CO)[C@H]1O2 | -1 | 1 | -0.1 | 8 | -4 | 3 | 6 | -0.1
OC[C@H]1[C@@H](c2ccc(-c3ccc(F)cc3)cc2)[C@@H]2CN(CCC(F)(F)F)CCCCN12 | -1 | . | 0.0 | -6 | 10 | -2 | 3 | 0.4
COc1ccc(S(=O)(=O)N(C)C[C@@H]2Oc3ccc(NS(=O)(=O)c4ccccc4)cc3C(=O)N([C@H](C)CO)C[C@@H]2C)cc1 | . | -4 | -0.1 | . | . | . | 20 | -1.1
Cc1ccc(CONC(=O)c2ccc([N+](=O)[O-])cc2)cc1 | -1 | 6 | . | -13 | 1 | -7 | -5 | -0.1
CC(C)(C)OC(=O)CNC(=O)c1nc[nH]c1C(=O)NCc1ccc(CNC(=O)OC(C)(C)C)cc1 | 3 | 10 | . | -2 | -2 | 1 | -3 | 0.1
C/C(=N\NC(=O)CNC(=O)c1cccc(F)c1)c1ccc2ccccc2c1 | -2 | -3 | . | 0 | -5 | 1 | -4 | -0.1

Full records as entered above. Screens in order: ERAP1 inh | esBAF inh | E-selectin induc | RAD52 inh | S100A4 inh HTS | ERp5 inh | RAD54 branch | XiGFP reactiv
Listed for `C/C(=N\NC(=O)CNC(=O)c1cccc(F)c1)c1ccc2ccccc2c1` : -2 | -3 | . | 0 | -5 | 1 | -4 | -0.1
Listed for `Cc1ccc(-c2cn3cccnc3n2)cc1` : -34 | 36 | 1.9 | -8 | 1 | -5 | 4 | -0.2
Listed for `CC(C)(C)OC(=O)CNC(=O)c1nc[nH]c1C(=O)NCc1ccc(CNC(=O)OC(C)(C)C)cc1` : 3 | 10 | . | -2 | -2 | 1 | -3 | 0.1

Sorted by formula weight (smallest number first): part of the list above.
SMILES | ERAP1 inh | esBAF inh | E-selectin induc | RAD52 inh | S100A4 inh HTS | ERp5 inh | RAD54 branch | XiGFP reactiv
O=C(C[C@H]1C=C[C@H](NC(=O)C2CCOCC2)[C@@H](CO)O1)Nc1ccccc1 | -6 | . | -0.6 | -3 | -1 | -1 | . | 0.0
C[C@@H]1CN([C@H](C)CO)C(=O)c2cccc(NC(=O)Nc3ccc(F)cc3)c2O[C@@H]1CN(C)S(C)(=O)=O | 1 | 1 | . | 5 | -1 | 0 | -6 | 0.3
C[C@@H]1CCCCO[C@H](CN(C)C(=O)C2CCCCC2)[C@H](C)CN([C@H](C)CO)C(=O)c2cc(NS(=O)(=O)c3cccs3)ccc2O1 | -6 | 8 | 0.0 | 16 | -92 | -5 | 8 | 0.1

The list goes on.
SMILES | ERAP1 inh | esBAF inh | E-selectin induc | RAD52 inh | S100A4 inh HTS | ERp5 inh | RAD54 branch | XiGFP reactiv
C[C@@H]1CCCCO[C@@H](CN(C)S(=O)(=O)c2ccc(F)cc2)[C@@H](C)CN([C@@H](C)CO)C(=O)c2cc(NC(=O)NC3CCCCC3)ccc2O1 | 2 | 9 | 0.1 | -4 | 11 | -9 | -2 | 0.0
O=C(COc1ccc([N+](=O)[O-])cc1)NNC(=O)c1cccs1 | 1 | -1 | 4.1 | -8 | -4 | -3 | 3 | 0.0
COC(=O)c1cc(C(=O)OC)cc(-n2c(C)cc(C(=O)COC(=O)CNS(=O)(=O)c3ccc(C)cc3)c2C)c1 | 0 | . | . | -86 | 0 | 5 | . | 0.0
O=c1c2ccccc2nc(-c2ccc(Br)cc2)n1Cc1ccccc1 | -2 | -8 | . | -15 | -3 | -3 | 1 | .
CCN(CC)CCCC(C)NC(=O)c1cccc(S(=O)(=O)N2CCc3ccccc32)c1 (centres undefined) | -2 | . | . | -8 | -1 | 7 | . | -0.1
COc1ccc(NC(=O)Nc2ccc3c(c2)C(=O)N([C@@H](C)CO)C[C@@H](C)[C@H](CN(C)C(=O)NC(C)C)OCCCC[C@@H](C)O3)cc1 | 0 | 6 | . | 12 | -17 | -8 | 2 | 0.0
c1coc(-c2nc3ccccc3s2)c1 | 0 | . | -0.3 | -6 | 0 | -2 | -3 | -0.1
O=C(c1cccs1)N(c1ccc(F)cc1)C1C=CS(=O)(=O)C1 (centres undefined) | -3 | -8 | -0.2 | -12 | -2 | 1 | -2 | 0.2
COc1cccc(C(=O)Nc2ccc3nc4n(c(=O)c3c2)CCCCC4)c1 | -12 | 38 | 0.1 | -10 | 3 | 2 | -7 | -0.1
O=C(COC(=O)c1ccccc1)NCCCCc1ccccc1 | 2 | -5 | . | -10 | 1 | 1 | -2 | 0.0
CCc1ccc(OCC(=O)NNC(=O)c2cc(S(=O)(=O)N(C)C)ccc2N2CCCC2)cc1 | 3 | -4 | 12 | -22 | 4 | -2 | -9 | 0.0
Cc1cc(-c2nnc(CCC(=O)NCc3ccc(OC(F)(F)F)cc3)o2)no1 | -3 | 5 | . | -12 | -7 | -6 | -10 | 0.2

Bioassay records (PubChem BioAssay)
